Source: PubChem BioAssay
D3 ag: agonists of human D3 dopamine receptor; max activation, %; D3R DiscoveRx beta-arrestin cells, luminescence, 90 min; hit rate 0.58% among 410,000; in the data active = max activation above about 30%; also: 0% is about no effect; mostly tested at two doses, the higher about 12 µM
Target sequence (P35462 whole entry, looked up): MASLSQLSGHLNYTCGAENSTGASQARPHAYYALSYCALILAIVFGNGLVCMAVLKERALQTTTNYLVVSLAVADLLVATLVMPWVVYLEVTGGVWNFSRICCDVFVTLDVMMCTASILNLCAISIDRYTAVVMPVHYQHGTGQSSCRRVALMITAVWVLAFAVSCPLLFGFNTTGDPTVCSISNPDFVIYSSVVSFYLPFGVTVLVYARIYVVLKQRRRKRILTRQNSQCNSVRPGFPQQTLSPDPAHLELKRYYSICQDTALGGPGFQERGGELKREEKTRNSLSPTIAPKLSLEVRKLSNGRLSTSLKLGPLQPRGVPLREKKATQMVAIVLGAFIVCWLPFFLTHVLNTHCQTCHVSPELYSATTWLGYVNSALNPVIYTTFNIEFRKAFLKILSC
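Cells at 1500/well, incubated overnight, then treated with pinned compounds (dopamine as control) for 90 min at 37 degrees C. DiscoveRx reagent added for 30 - 60 minutes at room temperature; luminescence read.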
KB-3-1 tox: kills parental KB-3-1 adenocarcinoma cells | Potency, µM (top dose mostly 46.1 µM), without a hit: top-dose activity change, negative = cytotoxic, hits mostly cytotoxic | hit rate 1.4% among 400,000 | KB-3-1 viability, CellTiter-Glo ATP luminescence, 72 h; also: potency is read from the fitted curve at half-maximal effect; % is scaled to controls: 0 for no effect and ±100 for the full control effect; nearly all actives have a fitted effect of over 60% in size
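Here the drug-naive KB-3-1 line serves as comparator for MDR sub-line selectivity; cells received compound titrations, 72 h at 37 °C, then CellTiter-Glo readout.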
KB-V1 MDR tox: kills drug-selected multidrug resistant KB-V1 cells; KB-V1 MDR cells viability, CellTiter-Glo, 72 h; Potency, µM (highest dose often 46.1 µM), without a hit: at the top dose activity change, negative = cytotoxicity, usual class: cytotoxic; hit rate 3.4% among 400,000; also: potency is read from the fitted curve at half-maximal effect; % is scaled to controls: 0 for no effect and ±100 for the full control effect; nearly all actives have a fitted effect of over 60% in size
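KB-V1, DMEM (no phenol red) + 10% FBS; cpd pin-transferred, titration series; 72 h, 37 degrees C; CellTiter-Glo, luminescence. Data normalized, curve-fit.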
SW480 rerep: inducers of DNA re-replication in SW480 colon cancer cells; SW480 DNA re-replication, Hoechst DNA content imaging, 48 h; Potency, µM (highest dose often 46.1 µM), inactives show at the top dose re-replication activation, hits mostly activators; hit rate 1.8% among 340,000; also: potency is read from the fitted curve at half-maximal effect; % of control where 0% means no effect; nearly all actives have a fitted effect of over 55% in size
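Hoechst fluorescence of nuclei (405 nm excitation, 500-530 nm emission) measured by plate-scanning imager after 48 hr compound exposure at 37 C; re-replication scored as increased number of nuclei with elevated intensity.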
HT1080 IDH1KD tx: HT-1080 IDH1 knockdown cell toxicity (counter line). Potency, µM (highest dose often 46.1 µM), without a hit: at the highest dose activity, negative = toxicity, actives largely listed as cytotoxic. hit rate 2% among 360,000. HT-1080 IDH1 knockdown viability, ATP luminescence, 48 h;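 also: potency is read from the fitted curve at half-maximal effect; 0% = DMSO wells and -100% = cell-free medium wells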
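Luminescent ATP read-out (CellTiter-Glo, 10 min at room temperature) after 48 h compound exposure at 37 °C gave viability of IDH1-knockdown HT-1080 cells. Activity was normalised to DMSO and cell-free wells, then fitted as concentration-response curves.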
HT1080-NT tox: kills 2HG-producing HT-1080-NT fibrosarcoma cells; HT-1080-NT fibrosarcoma viability, CellTiter-Glo ATP luminescence, 48 h; Potency, µM (top dose mostly 46.1 µM), inactives show top-dose activity, negative = less viability, usual class: cytotoxic; hit rate 1.6% among 360,000;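 also: NT is the 2HG producing partner of a matched IDH1 knockdown line; potency is read from the fitted curve at half-maximal effect; 0% = DMSO-treated cells and -100% = media-only wells without cells; nearly all actives have a fitted effect of over 55% in size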
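HT-1080-NT fibrosarcoma cells (2HG-overproducing), 750 cells/well in RPMI with 5% FBS, dosed after 2 h and incubated 48 h at 37C. CellTiter-Glo luminescence normalized to DMSO and no-cell wells; concentration-response curves fitted and classed.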
MCF10A rereplic: inducers of DNA re-replication in MCF 10A breast cells. Potency, µM (series often up to 46.1 µM), inactives show at the top dose activity, positive = re-replication, actives largely listed as activators. MCF 10A DNA re-replication, Hoechst nuclear intensity, 48 h. hit rate 2.9% among 350,000; also: potency is read from the fitted curve at half-maximal effect; % of control where 0% means no effect; nearly all actives have a fitted effect of over 50% in size
IL1B secr inh: inhibitors of inflammasome signaling (IL-1 beta secretion) | AID 743279 | hit rate 4.7% among 360,000 | activity change, % at 57.5 µM | THP-1 LPS/ATP IL-1B secretion, AlphaLISA, 16 h; stronger effect = lower value; in the data active = activity change below about -50%; inconclusive = mostly about -30% to -49%; also: % is scaled to controls: 0 for no effect and ±100 for the full control effect
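THP-1 cells pretreated 1 hr with compounds (up to 57.5 uM final), then stimulated with LPS (250 ng/mL final) plus ATP (1.25 mM final); secreted IL-1B measured by AlphaLISA after 16 hr, decreased signal indicating inhibition.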
HEK293 tox: cytotoxicity in counter-screen for GLP-1R inverse agonists. HEK293 cAMP-luciferase reporter cells, luminescence, 24 h. Potency, µM (doses to about 38.3 µM), for the others: at the highest dose activity change, negative = inhibition, hits mostly inhibitors. hit rate 0.13% among 410,000. AID 624418;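 also: loss of luciferase light is scored as toxicity; potency is read from the fitted curve at half-maximal effect; % is scaled to controls: 0 for no effect and ±100 for the full control effect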
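Step one: seed cells (200 cells/uL, DMEM with 10% Nu serum, 1% pen-strep). Step two: 12-hour incubation at 37 deg C. Step three: pin 23 nL compound, incubate 24 hr. Step four: add luciferase reagent, read luminescence 12 min later.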
Active calls of the source: *; [ ] = remark or other dose. Unless noted, calls follow the shape of the dose curve; as a rule, active = well fitted curve in the direction sought with a large enough effect; inconclusive = small, poorly fitted or top-dose-only effect, or another doubt; inactive = no such curve, though single readings can be large; an effect the other way counts as inactive or inconclusive.

`COc1ccc(C2CC(=O)Oc3cc(O)cc(O)c32)cc1` (stereo not drawn) gave D3 ag 5.3, KB-3-1 tox 9.8%, KB-V1 MDR tox 8.8%, SW480 rerep -5.8%, HT1080 IDH1KD tx -1.0%, HT1080-NT tox -17.1%, MCF10A rereplic -2.6%, IL1B secr inh -20.4 and HEK293 tox -8.4%.
O=C(c1cn(-c2ccccc2)nc1-c1cccnc1)N1CCN(S(=O)(=O)c2ccc(Cl)cc2)CC1 was read as D3 ag -1.0, KB-3-1 tox 15.1%, KB-V1 MDR tox -4.2%, SW480 rerep 4.9%, HT1080 IDH1KD tx 2.6%, HT1080-NT tox 1.0%, MCF10A rereplic -4.0%, IL1B secr inh -6.7 and HEK293 tox -6.5%.
O=C(Nc1cccc(O)c1)c1c(O)c2ccccc2[nH]c1=O was read as D3 ag -2.2, KB-3-1 tox -9.6%, KB-V1 MDR tox -1.4%, SW480 rerep inconclusive, HT1080 IDH1KD tx -10.9%, HT1080-NT tox -6.0%, MCF10A rereplic 7.6%, IL1B secr inh 3.1 and HEK293 tox -2.5%.
`C=CC1=CCN(S(=O)C(C)(C)C)[C@@H]1CCO` (stereo partly drawn) gave D3 ag 14.6, KB-3-1 tox -2.8%, KB-V1 MDR tox -0.1%, SW480 rerep 10.9%, HT1080 IDH1KD tx 10.9%, HT1080-NT tox 10.7%, MCF10A rereplic 0.2%, IL1B secr inh 5.8 and HEK293 tox 1.4%.
C[C@H]1CN([C@@H](C)CO)C(=O)CCCn2cc(nn2)CO[C@@H]1CN(C)S(=O)(=O)c1ccc(-n2cccn2)cc1 was read as D3 ag 5.0, KB-3-1 tox 11.1%, KB-V1 MDR tox 0.0%, HT1080 IDH1KD tx 7.2%, HT1080-NT tox 3.7%, IL1B secr inh -21.5 and HEK293 tox -1.2%.
For COc1ccc(Nc2nnc(-c3ccc(O)cc3)c3ccccc23)cc1 the results were D3 ag -6.0, KB-3-1 tox -5.9%, KB-V1 MDR tox 5.3%, SW480 rerep inconclusive, HT1080 IDH1KD tx inconclusive, HT1080-NT tox inconclusive, MCF10A rereplic 7.9%, IL1B secr inh inconclusive and HEK293 tox -21.4%.
For COCc1cc(C)n(CC(=O)NCC2CCCO2)c(=O)c1C#N (stereo not drawn) the results were D3 ag 0.1, KB-3-1 tox -2.3%, KB-V1 MDR tox 29.2%, SW480 rerep -27.9%, HT1080 IDH1KD tx 2.3%, HT1080-NT tox -0.4%, MCF10A rereplic -2.6%, IL1B secr inh 24.0 and HEK293 tox -11.3%.
For CN(C)S(=O)(=O)CC12CCC(CC1=O)C2(C)C (stereo not drawn) the results were D3 ag -1.4, KB-3-1 tox 21.4%, KB-V1 MDR tox 28.4%, SW480 rerep -3.7%, HT1080 IDH1KD tx 18.9%, HT1080-NT tox 13.2%, MCF10A rereplic -1.9%, IL1B secr inh 8.3 and HEK293 tox 2.2%.
CSc1ccc(NC(=O)NCc2cccnc2)cc1 was read as D3 ag -25.1, KB-3-1 tox 7.4%, KB-V1 MDR tox 9.2%, SW480 rerep -11.8%, HT1080 IDH1KD tx 10.1%, HT1080-NT tox 24.0%, MCF10A rereplic -11.5%, IL1B secr inh -21.7 and HEK293 tox -2.2%.
`CN(C(=O)COC(=O)CN1C(=O)C2CC=CCC2C1=O)c1ccccc1` (stereo not drawn) gave D3 ag -24.9, KB-3-1 tox 2.3%, KB-V1 MDR tox 6.4%, SW480 rerep inconclusive, HT1080 IDH1KD tx -1.7%, HT1080-NT tox -2.4%, MCF10A rereplic 2.4%, IL1B secr inh 12.6 and HEK293 tox 0.1%.
`Cc1nc(-c2cccc(S(=O)(=O)N3CCCCCC3)c2)cs1` gave D3 ag -1.5, KB-3-1 tox -14.0%, KB-V1 MDR tox 0.0%, SW480 rerep -9.8%, HT1080 IDH1KD tx -14.4%, HT1080-NT tox -6.1%, MCF10A rereplic 1.2%, IL1B secr inh -7.4 and HEK293 tox -4.7%.
Screening COc1ccccc1C1N(c2ccc(Cl)cc2)C(=O)C2CCCN21 (stereo not drawn) returned D3 ag 11.8, KB-3-1 tox inconclusive, KB-V1 MDR tox inconclusive, SW480 rerep -0.8%, HT1080 IDH1KD tx inconclusive, HT1080-NT tox -15.4%, MCF10A rereplic 22.2%, IL1B secr inh 46.6 and HEK293 tox 4.8%.
`O=C(NNC(=O)c1ccccc1Cl)c1ccc2c(c1)OCCO2` gave D3 ag 0.3, KB-3-1 tox 5.3%, KB-V1 MDR tox 3.0%, SW480 rerep -3.0%, HT1080 IDH1KD tx 6.9%, HT1080-NT tox -1.3%, MCF10A rereplic -1.6%, IL1B secr inh -12.3 and HEK293 tox -2.7%.
For Cn1c(=O)[nH]c(=O)c2c1nc(SCC(=O)O)n2CCCc1ccccc1 the results were D3 ag -3.4, KB-3-1 tox 1.3%, KB-V1 MDR tox 2.0%, SW480 rerep -36.9%[inhibitor], HT1080 IDH1KD tx 11.0%, HT1080-NT tox 19.8%, MCF10A rereplic -1.3%, IL1B secr inh -1.6 and HEK293 tox 4.5%.
COc1ccc([C@@H]2[C@H]3CN(C(C)=O)CC=C3C(C#N)=C(N)C2(C#N)C#N)c2ccccc12 was read as D3 ag -6.7, KB-3-1 tox -20.0%, KB-V1 MDR tox 3.2%, SW480 rerep -3.4%, HT1080 IDH1KD tx -0.9%, HT1080-NT tox -0.1%, MCF10A rereplic 0.4%, IL1B secr inh -15.7 and HEK293 tox -11.7%.
Screening O=C(O)c1ccc(NC(=S)NC(=O)c2cncc(Br)c2)cc1 returned D3 ag -8.2, KB-3-1 tox 1.9%, KB-V1 MDR tox 18.7%, SW480 rerep 0.0%, HT1080 IDH1KD tx 5.6%, HT1080-NT tox 3.0%, MCF10A rereplic -1.4%, IL1B secr inh 5.6 and HEK293 tox -12.4%.
For Cc1c(-c2nsc(NC(=O)c3cccc(Cl)c3)n2)nnn1-c1ccccc1C(F)(F)F the results were D3 ag -0.9, KB-3-1 tox 23.1µM*, KB-V1 MDR tox inconclusive and HEK293 tox -12.2%.
`COc1ccccc1N1CCN(CC(=O)c2c(N)n(C)c(=O)n(C)c2=O)CC1` gave D3 ag -4.0, KB-3-1 tox -1.7%, KB-V1 MDR tox -0.4%, SW480 rerep 1.0%, HT1080 IDH1KD tx -3.0%, HT1080-NT tox -1.5%, MCF10A rereplic 5.2%[9.22 µM], IL1B secr inh 58.0 and HEK293 tox 0.5%.
COc1cccc(NC(=S)NC2CC(C)(C)NC(C)(C)C2)c1 was read as D3 ag -3.9, KB-3-1 tox 4.3%, KB-V1 MDR tox -10.9%, SW480 rerep 61.9%, HT1080 IDH1KD tx -6.3%, HT1080-NT tox -0.4%, MCF10A rereplic -0.7%, IL1B secr inh -5.3 and HEK293 tox 12.4%.
Screening COC(=O)C1(C(=O)OC)C[C@H](/C=C/c2ccccc2)N(Cc2ccccc2OC)[C@@H]1c1cccc(Br)c1 returned D3 ag -1.6, KB-3-1 tox -2.8%, KB-V1 MDR tox -11.9%, HT1080 IDH1KD tx -12.0%, HT1080-NT tox -8.2%, IL1B secr inh 2.5 and HEK293 tox 1.7%.
Cc1cccc(-n2c(=O)c3c(n4cnnc24)-c2ccccc2CC32CCCCC2)c1 was read as D3 ag 8.7, KB-3-1 tox inconclusive, KB-V1 MDR tox inconclusive, SW480 rerep 0.1%, HT1080 IDH1KD tx 9.7%, HT1080-NT tox 5.3%, MCF10A rereplic inconclusive, IL1B secr inh 1.4 and HEK293 tox -1.9%.
`COc1ccc(Cl)cc1N(CC(=O)N/N=C/c1ccc(OC(C)C)cc1)S(=O)(=O)c1ccc(C)c([N+](=O)[O-])c1` gave D3 ag -6.8, KB-3-1 tox 0.1%, KB-V1 MDR tox -1.6%, SW480 rerep -4.4%, HT1080 IDH1KD tx 14.8%, HT1080-NT tox 9.2%, MCF10A rereplic -2.1%, IL1B secr inh -14.6 and HEK293 tox -1.0%[1.53 µM].
Screening COC(=O)CSc1nnc(CCc2ccccc2)n1C returned D3 ag 4.3, KB-3-1 tox inconclusive, KB-V1 MDR tox inconclusive, SW480 rerep -27.6%, HT1080 IDH1KD tx 22.5%, HT1080-NT tox 22.1%, MCF10A rereplic -2.4%, IL1B secr inh 11.0 and HEK293 tox -0.8%.
CCOC(=O)C1=C(N)N2C(=O)CSC2=C(C(=O)OC)C1 was read as D3 ag 5.3, KB-3-1 tox 12.5%, KB-V1 MDR tox 10.6%, SW480 rerep -6.3%, HT1080 IDH1KD tx 14.4%, HT1080-NT tox 21.9%, MCF10A rereplic -0.3%, IL1B secr inh 9.2 and HEK293 tox 20.6%.
O=C1Nc2ccccc2C1(O)C/C(=N/O)c1ccccc1 (stereo not drawn) was read as D3 ag -1.3, KB-3-1 tox 1.2%, KB-V1 MDR tox -2.7%, SW480 rerep -1.5%, HT1080 IDH1KD tx -1.0%, HT1080-NT tox 6.7%, MCF10A rereplic -1.1%, IL1B secr inh 9.0 and HEK293 tox -10.6%[7.66 µM].
Screening Cc1ccc(OCC(=O)NCc2cccs2)cc1 returned D3 ag 1.9, KB-3-1 tox -1.1%, KB-V1 MDR tox 3.4%, SW480 rerep -8.3%, HT1080 IDH1KD tx 3.9%, HT1080-NT tox 11.0%, MCF10A rereplic -0.1%, IL1B secr inh -11.5 and HEK293 tox 3.2%.
CS(=O)(=O)c1ccc2nc(NC(=O)c3ccccc3)sc2c1 was read as D3 ag 3.9, KB-3-1 tox -3.1%, KB-V1 MDR tox -10.9%, SW480 rerep 2.3%, HT1080 IDH1KD tx inconclusive, HT1080-NT tox inconclusive, MCF10A rereplic 6.5%, IL1B secr inh 18.3 and HEK293 tox 10.9%.
